Mdm2 ligase inh – Mdm2 E3 ligase (human) inhibition. Q00987. signal enhancement, % at 5 µM. 0.11% of 210,000 active. cell-based MDM2 ubiquitination luciferase reporter, 2 h; 0 = plate control, 100 = twice control, blank-subtracted;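 active = signal enhancement of 30% or more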;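 note: luminescence tracks abundance of the self-degrading MDM2-luciferase fusion protein; higher signal means inhibition of MDM2 E3 ligase activity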
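Assay system: mammalian cells stably expressing self-ubiquitinating, self-degrading MDM2 E3–luciferase fusion. Quantity: 2000 cells in each well. Medium: DMEM culture medium. Compound dosing: single-point 5 µM. Timing: cell settling 4 h, compound treatment 2 h, both 37 °C. Technique: luciferase luminescence. Read-out basis: percent signal gain over controls, blank-subtracted. Benchmarks: plate controls and plate blanks.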
NPY2 pot ag – human NPY-Y2 potentiation or agonism, primary screen. P49146. cells expressing NPY-Y2, potentiator/agonist read-out. activation, % at 3.6 µM. 0.45% of 220,000 active. AID 1359; in the data active = activation above about 27%;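 note: cells stimulated with NPY near EC25 plus isoproterenol at EC100; 0% = vehicle plus submaximal agonist and 100% = vehicle plus saturating agonist; some results beyond the cut were filed as inactive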
Target sequence (P49146 whole entry, looked up): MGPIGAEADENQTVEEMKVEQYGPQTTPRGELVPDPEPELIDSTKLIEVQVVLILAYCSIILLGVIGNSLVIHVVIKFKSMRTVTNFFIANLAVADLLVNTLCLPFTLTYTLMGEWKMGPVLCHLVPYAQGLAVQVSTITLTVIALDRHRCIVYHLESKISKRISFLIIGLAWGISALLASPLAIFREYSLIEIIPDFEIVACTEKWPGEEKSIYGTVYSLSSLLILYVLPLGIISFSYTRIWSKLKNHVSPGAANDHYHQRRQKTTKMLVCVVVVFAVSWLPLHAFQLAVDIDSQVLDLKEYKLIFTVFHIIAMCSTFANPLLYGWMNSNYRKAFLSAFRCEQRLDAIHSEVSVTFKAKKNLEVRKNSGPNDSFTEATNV
S1P4 antag – antagonists of human S1P4 receptor; S1P4-expressing cells, antagonist mode, reporter read-out; inhibition, % at 4.98 µM; 0.26% of 220,000 active; AID 1510; in the data active = inhibition above about 29%;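 note: 0% = wells stimulated with agonist and 100% = vehicle wells without agonist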
BaF3 tox – reduces parental Ba/F3 cell viability, JAK2V617F counter-screen. inhibition, % at 5.6 µM. CellTiter-Glo ATP luminescence. 1.1% of 220,000 active;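 active = inhibition above a per-campaign cutoff, the mean inhibition of all tested compounds plus 3 SD, cut at about 27% in these data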;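 note: 0% = DMSO wells and 100% = JAK Inhibitor I control wells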
eIF4E 4G PPI – inhibitors of eIF4E and eIF4G interaction in translation initiation; TR-FRET eIF4E-eIF4GI(517-606) binding, 2 h; inhibition, % at 21.7 µM; 0.37% of 220,000 active; AID 782;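 active = inhibition above about 30%, limit read from the data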;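 note: 0% = full FRET control wells and 100% = background wells lacking eIF4GI fragment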
S1P4 ag – agonists of human S1P4 receptor; S1P4-expressing cell line, agonist reporter assay; 0.35% of 220,000 active; activation, % at 4.98 µM; O95977; in the data active = activation above about 11%;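 note: 0% = DMSO vehicle and 100% = reference agonist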
PERK inh – inhibitors of human PERK kinase | inhibition, % at 5.6 µM | Q9NZJ5 | 0.17% of 220,000 active | CHO PERK-DD fusion, SEAP luminescence translation reporter;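 active = inhibition above the mean inhibition of all tested compounds plus 3 SD, set separately per screening campaign, cut at about 2.9% in these data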;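 note: PERK kinase domain activated by AP20187 dimerizer at 100 nM; 0% = DMSO with dimerizer and 100% = rapamycin at 8.4 µM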
Ba/F3 V617F tox – lowers viability of Ba/F3 cells expressing EpoR and JAK2V617F; ATP luminescence; inhibition, % at 5.6 µM; 1.1% of 220,000 active; AID 1446;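 active = inhibition above the campaign mean plus 3 SD over all tested compounds, cut at about 24% in these data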;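 note: cytokine-independent growth of Ba/F3 cells driven by EpoR plus mutant JAK2; 0% = DMSO-treated cells and 100% = JAK inhibitor I control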
Wee1 degr inh – human Wee1 degradation inhibition, primary screen; 1.2% of 220,000 active; AID 1321; HeLa Luc-Wee1K328M stability, luciferase luminescence; 100% = proteasome inhibitor MG132 effect; reporter increase, % at 5 µM;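 active = activation above the mean of all tested compounds plus 3 SD, set per screening run, cut at about 8.8% in these data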;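 note: cells exposed to compound for 20 h before luminescence read; 0% = DMSO alone and 100% = MG132 at 30 µM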
Target sequence (P30291 whole entry K328M): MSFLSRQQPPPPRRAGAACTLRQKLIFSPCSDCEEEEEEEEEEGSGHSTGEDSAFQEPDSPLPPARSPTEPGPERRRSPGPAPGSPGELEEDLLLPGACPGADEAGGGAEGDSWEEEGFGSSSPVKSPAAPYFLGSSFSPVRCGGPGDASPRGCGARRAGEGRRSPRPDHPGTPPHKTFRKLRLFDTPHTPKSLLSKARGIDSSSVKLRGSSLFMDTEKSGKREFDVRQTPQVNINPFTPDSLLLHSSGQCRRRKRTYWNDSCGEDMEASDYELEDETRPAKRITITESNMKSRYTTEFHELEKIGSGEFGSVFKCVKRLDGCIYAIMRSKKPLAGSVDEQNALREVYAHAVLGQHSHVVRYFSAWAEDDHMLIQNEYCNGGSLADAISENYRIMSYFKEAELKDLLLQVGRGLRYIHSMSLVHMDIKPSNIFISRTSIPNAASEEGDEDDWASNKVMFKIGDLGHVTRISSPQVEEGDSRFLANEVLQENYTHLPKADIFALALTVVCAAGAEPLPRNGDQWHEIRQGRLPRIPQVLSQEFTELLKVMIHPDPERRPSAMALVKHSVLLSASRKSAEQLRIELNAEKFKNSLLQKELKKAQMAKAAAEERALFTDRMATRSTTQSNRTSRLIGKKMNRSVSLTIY
* marks the source's active call; other numbers are inactive results; [ ] = another dose, or the depositor's remark.

`CCOc1ccc(N(Cc2cc3ccc(C)cc3[nH]c2=O)C(=O)COC)cc1` gave Mdm2 ligase inh 12, NPY2 pot ag 14, S1P4 antag 4, BaF3 tox 1, eIF4E 4G PPI -5, S1P4 ag -1.1, PERK inh 0.2, Ba/F3 V617F tox 0 and Wee1 degr inh 0.
For O=C(Nc1nc2ccccc2n1CCN1CCCCC1)c1ccc(Cl)cc1 the results were Mdm2 ligase inh -13, NPY2 pot ag 0, S1P4 antag -7, BaF3 tox 2, eIF4E 4G PPI -5, S1P4 ag -0.3, PERK inh -0.1, Ba/F3 V617F tox -3 and Wee1 degr inh 0.
For COc1nc(N/N=C/c2ccc(-c3cccc([N+](=O)[O-])c3)o2)nc(N2CCOCC2)n1 the results were Mdm2 ligase inh -10, NPY2 pot ag -2, S1P4 antag -9, BaF3 tox 8, eIF4E 4G PPI 8, S1P4 ag 0.1, PERK inh 0.3, Ba/F3 V617F tox 1 and Wee1 degr inh -1.
O=C(O)CCCN=C1CCCc2ccccc2N1 was read as Mdm2 ligase inh -3, NPY2 pot ag 18, S1P4 antag 12, BaF3 tox 0, eIF4E 4G PPI -1, S1P4 ag 1.1, PERK inh 1.8, Ba/F3 V617F tox -2 and Wee1 degr inh 0.
`COc1cc(/C=C(\C#N)C(=O)NCc2ccccc2)ccc1OCc1ccc(C(=O)O)cc1` gave Mdm2 ligase inh -13, NPY2 pot ag -20, S1P4 antag -21, BaF3 tox -1, eIF4E 4G PPI -4, S1P4 ag 1.6, PERK inh 1.7, Ba/F3 V617F tox -2 and Wee1 degr inh 11*.
`Cc1cc2ccccc2n1CCNC(=O)c1ccc(S(=O)(=O)N2CCOCC2)cc1` gave Mdm2 ligase inh -22, NPY2 pot ag -1, S1P4 antag -18, BaF3 tox 10, eIF4E 4G PPI 2, S1P4 ag 0.3, PERK inh -0.1, Ba/F3 V617F tox -4 and Wee1 degr inh 0.
For COc1ccc(-c2nn(-c3ccccc3)cc2C(=O)N2c3ccc(C)cc3C3CN(C)CCC32)cc1 (centres undefined) the results were Mdm2 ligase inh -10, NPY2 pot ag -30, S1P4 antag -7, BaF3 tox 6, eIF4E 4G PPI 0, S1P4 ag 0.7, PERK inh -0.8, Ba/F3 V617F tox 3 and Wee1 degr inh -3.
`CCCc1cc(=O)oc2cc(C)c3c(C)coc3c12` gave Mdm2 ligase inh -14, NPY2 pot ag -29, S1P4 antag 8, BaF3 tox 8, eIF4E 4G PPI -6, S1P4 ag -1.8, PERK inh 1.0, Ba/F3 V617F tox 3 and Wee1 degr inh -1.
Screening COc1ccccc1C(=O)Nc1nc(-c2ccc(S(=O)(=O)N3CCOCC3)cc2)cs1 returned Mdm2 ligase inh -24, NPY2 pot ag 7, S1P4 antag -15, BaF3 tox 14, eIF4E 4G PPI -117[fluorescence artefact?], S1P4 ag -1.6, PERK inh -3.1, Ba/F3 V617F tox 8 and Wee1 degr inh -2.
`CCCNS(=O)(=O)c1ccc(CCC(=O)N2CCN(c3ccc(F)cc3)CC2)cc1` gave Mdm2 ligase inh -3, NPY2 pot ag 5, S1P4 antag -3, BaF3 tox 5, eIF4E 4G PPI 1, S1P4 ag 1.1, PERK inh -0.5, Ba/F3 V617F tox 0 and Wee1 degr inh -1.
For Cc1cc(OCC(=O)NCc2cccnc2)ccc1[N+](=O)[O-] the results were Mdm2 ligase inh 0, NPY2 pot ag 6, S1P4 antag 3, BaF3 tox 2, eIF4E 4G PPI 3, S1P4 ag -0.8, PERK inh -0.6, Ba/F3 V617F tox 2 and Wee1 degr inh -1.
`COCCN(Cc1cc2ccccc2[nH]c1=O)C(=O)c1ccccc1OC` gave Mdm2 ligase inh 2, NPY2 pot ag 9, S1P4 antag 3, BaF3 tox -3, eIF4E 4G PPI -6, S1P4 ag 0.6, PERK inh 0.1, Ba/F3 V617F tox -4 and Wee1 degr inh 1.
For COc1cccc(/C=N/n2c(-c3n[nH]c4c3CCC4)n[nH]c2=S)c1OC the results were Mdm2 ligase inh -2, NPY2 pot ag -7, S1P4 antag -12, BaF3 tox 0, eIF4E 4G PPI 9, S1P4 ag 0.7, PERK inh 1.4, Ba/F3 V617F tox -3 and Wee1 degr inh 1.
`Cc1cc(N2CCOCC2)nc(SCC(=O)c2ccc(Cl)cc2)n1` gave Mdm2 ligase inh -19, NPY2 pot ag -8, S1P4 antag 5, BaF3 tox 0, eIF4E 4G PPI 0, S1P4 ag 1.9, PERK inh 0.1, Ba/F3 V617F tox -2 and Wee1 degr inh 0.
Screening CC(NS(=O)(=O)c1ccccc1)C1COc2ccccc2O1 (centres undefined) returned Mdm2 ligase inh 4, NPY2 pot ag -13, S1P4 antag 0, BaF3 tox 2, eIF4E 4G PPI 10[fluorescence artefact?], S1P4 ag -0.8, PERK inh 0.7, Ba/F3 V617F tox -2 and Wee1 degr inh 13*.
Screening O=C(c1ccco1)N1CCN(c2nc3ccccc3n3nnnc23)CC1 returned Mdm2 ligase inh -16, NPY2 pot ag -14, S1P4 antag -26, BaF3 tox 0, eIF4E 4G PPI 7, S1P4 ag 2.0, PERK inh 0.4, Ba/F3 V617F tox -1 and Wee1 degr inh -2.
Cc1cc(C)n2c(nc3ccccc32)c1C(=O)NCc1ccccc1 was read as Mdm2 ligase inh -18, NPY2 pot ag -15, S1P4 antag -7, BaF3 tox -1, eIF4E 4G PPI 9, S1P4 ag 0.1, PERK inh 1.5, Ba/F3 V617F tox -5 and Wee1 degr inh 0.
Screening CCOc1ccc(NC(=O)C2CCCCN2S(=O)(=O)c2ccccc2)cc1 (centres undefined) returned Mdm2 ligase inh 8, NPY2 pot ag 10, S1P4 antag -9, BaF3 tox 3, eIF4E 4G PPI 2, S1P4 ag -1.1, PERK inh -0.3, Ba/F3 V617F tox -2 and Wee1 degr inh -2.
`N#CCCN1CCN(S(=O)(=O)c2ccc3c(c2)OCCCO3)CC1` gave Mdm2 ligase inh 2, NPY2 pot ag -7, S1P4 antag -2, BaF3 tox 1, eIF4E 4G PPI -3, S1P4 ag 1.6, PERK inh -0.9, Ba/F3 V617F tox -1 and Wee1 degr inh 1.
CC(=O)Nc1ccc(S(=O)(=O)Nc2cccc(-c3cn4cccnc4n3)c2)cc1 was read as Mdm2 ligase inh -8, NPY2 pot ag -13, S1P4 antag -11, BaF3 tox 5, eIF4E 4G PPI -2, S1P4 ag 1.9, PERK inh 0.9, Ba/F3 V617F tox 2 and Wee1 degr inh -1.
Cc1ccc(S(=O)(=O)Oc2cccc(/C=N/Nc3ccc(C(=O)O)cc3)c2)cc1 was read as Mdm2 ligase inh -12, NPY2 pot ag 3, S1P4 antag -1, BaF3 tox -2, eIF4E 4G PPI -7, S1P4 ag 0.6, PERK inh 2.5, Ba/F3 V617F tox 4 and Wee1 degr inh 0.
For COc1cc(S(=O)(=O)Nc2ncccc2C)c(OC)cc1Cl the results were Mdm2 ligase inh -3, NPY2 pot ag 4, S1P4 antag -10, BaF3 tox 3, eIF4E 4G PPI -2, S1P4 ag 0.8, PERK inh 1.3, Ba/F3 V617F tox -4 and Wee1 degr inh -1.
For CCCCN(C(=O)CSc1nnc(-c2ccc(OC)cc2)n1CC)c1c(N)n(Cc2ccccc2)c(=O)[nH]c1=O the results were Mdm2 ligase inh -1, NPY2 pot ag 10, S1P4 antag -1, BaF3 tox 4, eIF4E 4G PPI -2, S1P4 ag -0.2, PERK inh 1.4, Ba/F3 V617F tox -1 and Wee1 degr inh -1.
`CCOc1ccc(-c2nc(C#N)c(NCC3CCCO3)o2)cc1` (centres undefined) gave Mdm2 ligase inh -17, NPY2 pot ag 2, S1P4 antag -10, BaF3 tox 6, eIF4E 4G PPI 1, S1P4 ag -0.1, PERK inh -1.5, Ba/F3 V617F tox 0 and Wee1 degr inh 2.
For O=C(/C=C/c1cccc(Cl)c1)N1CCC(Cc2ccccc2)CC1 the results were Mdm2 ligase inh -6, NPY2 pot ag -21, S1P4 antag -11, BaF3 tox 2, eIF4E 4G PPI -3[fluorescence artefact?], S1P4 ag -0.7, PERK inh 0.2, Ba/F3 V617F tox -2 and Wee1 degr inh -1.
Cn1c(C(=O)OC(C(=O)NC2CCCC2)c2cccnc2)cc2sccc21 (centres undefined) was read as Mdm2 ligase inh -15, NPY2 pot ag -16, S1P4 antag 8, BaF3 tox 3, eIF4E 4G PPI -1, S1P4 ag -2.8, PERK inh -1.6, Ba/F3 V617F tox -4 and Wee1 degr inh 4.
Screening O=C(CC1Oc2ccccc2NC1=O)NCCCN1CCN(C2CCCCC2)CC1 (centres undefined) returned NPY2 pot ag 2, S1P4 antag 7, BaF3 tox 1, S1P4 ag 0.3, PERK inh -0.1, Ba/F3 V617F tox 0 and Wee1 degr inh -1.
For S=c1[nH]nc(-c2cccc(Br)c2)o1 the results were Mdm2 ligase inh -10, NPY2 pot ag -34, S1P4 antag -3, BaF3 tox 1, eIF4E 4G PPI 2, S1P4 ag 0.5, PERK inh 0.5, Ba/F3 V617F tox -3 and Wee1 degr inh -1.
Screening O=C(/C=C/c1ccco1)N(Cc1ccc(Cl)cc1)C1CCS(=O)(=O)C1 (centres undefined) returned Mdm2 ligase inh -2, NPY2 pot ag 9, S1P4 antag 3, BaF3 tox -3, eIF4E 4G PPI 0, S1P4 ag -0.5, PERK inh 0.2, Ba/F3 V617F tox 0 and Wee1 degr inh 3.
Screening CCSc1nnc(NC(=O)C2Cc3ccccc3CN2C(=O)c2ccco2)s1 (centres undefined) returned Mdm2 ligase inh 8, NPY2 pot ag -16, S1P4 antag -5, BaF3 tox 0, eIF4E 4G PPI -1, S1P4 ag 1.8, PERK inh -0.3, Ba/F3 V617F tox -3 and Wee1 degr inh 0.

Continued; it opens with the 2 that closed the last part.
Screening O=C(/C=C/c1ccco1)N(Cc1ccc(Cl)cc1)C1CCS(=O)(=O)C1 (centres undefined) returned Mdm2 ligase inh -2, NPY2 pot ag 9, S1P4 antag 3, BaF3 tox -3, eIF4E 4G PPI 0, S1P4 ag -0.5, PERK inh 0.2, Ba/F3 V617F tox 0 and Wee1 degr inh 3.
Screening CCSc1nnc(NC(=O)C2Cc3ccccc3CN2C(=O)c2ccco2)s1 (centres undefined) returned Mdm2 ligase inh 8, NPY2 pot ag -16, S1P4 antag -5, BaF3 tox 0, eIF4E 4G PPI -1, S1P4 ag 1.8, PERK inh -0.3, Ba/F3 V617F tox -3 and Wee1 degr inh 0.
For CCCn1cc(SCC(=O)Nc2nnc(C)s2)c2ccccc21 the results were Mdm2 ligase inh -13, NPY2 pot ag 9, S1P4 antag -5, BaF3 tox 2, eIF4E 4G PPI 0, S1P4 ag -0.8, PERK inh 0.4, Ba/F3 V617F tox 0 and Wee1 degr inh 2.
Cc1ccc([N+](=O)[O-])c(OCCCN2C(=O)NC(C)(C)C2=O)c1 was read as NPY2 pot ag -3, S1P4 antag -4, BaF3 tox 4, eIF4E 4G PPI -1, S1P4 ag 1.7, PERK inh 0.1, Ba/F3 V617F tox 2 and Wee1 degr inh 0.
`COc1ccc(C(O)C(CC(=O)NCCCOC(C)C)C(=O)NCCCOC(C)C)cc1OC` (centres undefined) gave Mdm2 ligase inh -11, NPY2 pot ag 5, S1P4 antag -8, BaF3 tox -1, eIF4E 4G PPI -1[fluorescence artefact?], S1P4 ag 1.0, PERK inh 0.3, Ba/F3 V617F tox -6 and Wee1 degr inh -1.
`O=c1[nH]c(Cn2nnc(-c3ccccc3)n2)nc2scc(-c3ccccc3)c12` gave Mdm2 ligase inh -10, NPY2 pot ag -6, S1P4 antag 0, BaF3 tox 2, eIF4E 4G PPI -25, S1P4 ag -1.4, PERK inh 1.2, Ba/F3 V617F tox 2 and Wee1 degr inh -1.

Screens (PubChem BioAssay)
